aSyn 5UTR inh: MLPCN primary screen, SNCA 5' untranslated region. alpha-synuclein 5'UTR reporter, inhibitor activity. inhibition, % (tested at 7.5 µM). hit rate 0.82% among 300,000. AID 1813; in the data active means inhibition above about 60%;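 further: H4 neuroglioblastoma cells stably carrying SNCA 5'UTR luciferase fusion; 0% = DMSO wells and 100% = positive control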
IEC-6 tox: IEC-6 cytotoxicity, counter-screen for KLF5 inhibitors. AID 1825. luminescence viability. hit rate 0.78% among 290,000. inhibition, % at 5 µM; in the data active means inhibition above about 22%;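 further: 0% = plate median of test compound wells and 100% = cytotoxic reference compound wells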
HDAC3 inh: inhibitors of human histone deacetylase 3; recombinant HDAC3, fluorogenic peptide/trypsin coupled, fluorescence; O15379; inhibition, % at 8.3 µM; hit rate 0.15% among 320,000; in the data active means inhibition above about 26%, passing the limit was not always enough
Target sequence (O15379 whole entry, looked up): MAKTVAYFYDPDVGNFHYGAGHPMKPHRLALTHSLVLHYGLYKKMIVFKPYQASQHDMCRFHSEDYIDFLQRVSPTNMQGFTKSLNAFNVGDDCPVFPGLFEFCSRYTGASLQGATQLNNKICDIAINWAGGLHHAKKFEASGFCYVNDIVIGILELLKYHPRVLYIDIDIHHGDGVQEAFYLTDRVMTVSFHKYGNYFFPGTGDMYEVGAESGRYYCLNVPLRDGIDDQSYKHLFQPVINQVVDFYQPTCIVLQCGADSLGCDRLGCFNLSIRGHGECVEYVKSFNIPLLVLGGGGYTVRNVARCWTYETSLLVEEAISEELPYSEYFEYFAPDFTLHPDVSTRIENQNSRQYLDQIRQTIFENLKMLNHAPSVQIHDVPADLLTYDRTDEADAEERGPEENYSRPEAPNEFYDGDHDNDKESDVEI
Platelet DG rel: platelet dense granule release activity. human platelet-rich plasma, SFLLRN dense granule ATP release, luminescence. inhibition, %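 (compounds screened at 7.5 µM in platelet-rich plasma)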. hit rate 0.22% among 300,000;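 active means mean replicate score, as percent of positive control, at or above 50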
HSF1 activator: increases HSF-1 driven luciferase reporter signal. hit rate 1.7% among 300,000. NIH3T3-HGL HSF-1 luciferase reporter, MG132, 8 h; 100% = twice DMSO control signal. activation, % at 9 µM;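 active means mean replicate activation of at least 50% with a set share of replicates each reaching 50%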;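 further: 0% = median of the neutral control wells and 100% = twice that signal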
HSP90 inh: inhibitors of HSP90 luciferase refolding in rabbit reticulocyte lysate. inhibition, % at 5.6 µM. AID 1789. hit rate 0.91% among 290,000. luciferase refolding luminescence, 3 h;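 active means inhibition above the screen-wide mean plus 3 SD, computed separately per campaign, cut at about 16% in these data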;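 further: 0% = DMSO wells and 100% = 60 µM geldanamycin wells; inhibitors lower the luminescence because luciferase stays unfolded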
KLF5 inhibitor: suppresses KLF5 promoter-driven expression | inhibition, % at 5 µM | DLD-1 KLF5 promoter-luciferase reporter, luminescence | AID 1700 | hit rate 0.23% among 290,000;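 active means inhibition above a per-plate limit of that plate's mean compound inhibition plus 3 SD, cut at about 60% in these data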;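 further: 0% = DMSO wells and 100% = LY294002 at 200 µM; higher means less KLF5 promoter-driven luciferase light; inactives centre near -14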
AI-2 QS mod: modulators of Vibrio harveyi AI-2 quorum sensing system; Vibrio harveyi JMH597 AI-2 luminescence/OD600 ratio, 9 h; stronger effect = lower value; strain lacks LuxN and CqsS sensors; 0 = neutral-control median; AID 2094; activity change, % at 7.5 µM; hit rate 0.4% among 300,000; in the data active means activity change below about -75%, passing the limit was not always enough;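 further: luminescence divided by OD600 gain over 9 h not by final OD600 alone; inactives centre near 13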
HSF1 inh: HSF1 inhibition; NIH3T3-HGL HSE-luciferase, MG132-induced, luminescence 8 h; stronger effect = lower value; activity change, negative = inhibition, % at 7.5 µM (by protocol); hit rate 0.77% among 300,000;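 active means more than half of replicate wells show activity change below -50%, luminescence cut by over half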;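 further: luciferase reports HSF-1 transcriptional activity via heat shock element; 0% = median of DMSO wells and -100% = zero luminescence signal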
HIF activator: HIF pathway transcriptional activation. hit rate 0.32% among 300,000. AID 1910. activation, % at 7.5 µM (by protocol). U2OS HRE-luciferase reporter, luminescence; normalized: DMSO 0%, desferrioxamine 100%;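 active means mean activation of at least 10% of the iron chelator positive control signal, with at least half of replicates also reaching 10%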
* marks the source's active call; other numbers are inactive results; . = no result given.

SMILES,aSyn 5UTR inh,HSF1 inh,IEC-6 tox,KLF5 inhibitor,HSP90 inh,HIF activator,Platelet DG rel,HDAC3 inh,AI-2 QS mod,HSF1 activator
O=C(NCc1cccs1)C1CCCN1C(=O)Nc1ccccc1[N+](=O)[O-] (stereo unspecified),7,-3,0,-6,-1,0.9,-2,2,25,5
CCc1ccccc1N(CC(=O)NC(C)c1ccccc1)S(C)(=O)=O (stereo unspecified),13,4,4,-4,-5,-0.7,2,0,10,-8
NC(=O)c1ccc(N2CCC(C(N)=O)CC2)c([N+](=O)[O-])c1,10,-2,-3,10,-2,-0.2,-3,-6,5,-11
O=C(/C=C/c1ccc2ccccc2n1)c1cc(Cl)ccc1O,-69,21,-1,-17,3,-61,-7,0,36,35
O=c1c2nnn(Cc3ccc(Cl)cc3)c2ncn1Cc1ccc(F)cc1,28,4,-1,4,0,0.1,-4,4,12,19
CCN(CC(=O)Nc1ccc(NC(C)=O)cc1)C(=O)COc1ccccc1Cc1ccccc1,26,-1,-8,-10,-5,0.0,-3,-2,19,-6
Cc1nc(C)c(C(=O)C2=C(O)C(=O)N(CCN3CCOCC3)C2c2ccco2)s1 (stereo unspecified),3,0,7,-4,2,0.1,-1,-10,12,2
CC(=O)Nc1ccc(OC(=O)Oc2ccc(NC(C)=O)cc2)cc1,-10,-3,3,-27,0,0.7,-3,.,51,-4
COc1cccc(NC(=S)N(CCN(C)C)Cc2cccs2)c1,-3,8,1,13,5,1.2,7,-2,-2,11
CCOCCCN(C(=O)CCC(=O)Nc1cc(C)on1)C(C(=O)NC(C)(C)CC)c1cccc(OC)c1OC (stereo unspecified),11,-9,8,-7,1,-0.2,-7,6,15,-20
CCOC(=O)C1CCCN(c2c(NCCC(C)C)c(=O)c2=O)C1 (stereo unspecified),5,5,-5,-30,-2,0.0,-1,3,4,-14
CSCCC(=O)N1CCC(n2nccc2NC(=O)CCCc2ccccc2)CC1,-20,4,6,9,3,0.5,-3,-2,3,9
CCCCOc1ccc(S(=O)(=O)NNC(=O)c2cc3ccccc3o2)cc1,-17,-1,0,-5,2,-0.2,-25,3,42,0
COC(=O)c1ccc(Cn2cc(C(F)(F)F)ccc2=O)cc1,25,2,4,-9,1,-0.1,2,7,26,4
COc1cc(OC)cc(-n2nnnc2SCC(=O)NC2CCCC2)c1,-5,-4,-3,-20,-4,-0.2,1,3,10,-14
COc1cc(C(C(=O)NCc2ccccc2)N(C(=O)c2snc(C(N)=O)c2N)C2CCCC2)cc(OC)c1OC (stereo unspecified),20,-2,-1,6,2,-2.3,5,0,15,26
COc1ccc([N+](=O)[O-])cc1/C=N/Nc1nc(N2CCCCC2)nc(N2CCCCC2)n1,-14,-9,-7,-18,-2,-0.2,-8,-1,30,-4
C/C(=N\Nc1ccc(C(=O)O)cc1)c1ccc(S(=O)(=O)NCc2ccco2)cc1,-75,-17,-1,-6,48*,0.1,8,2,39,-25
CCSc1nnc(NC(=O)c2cc(-c3ccccc3O)n[nH]2)s1,-28,-2,-4,16,3,-0.1,1,-5,24,-5
CC(C)Cc1cc(C(=O)N2CCC(N3CCC(C(=O)N4CCCC4)CC3)CC2)n[nH]1,17,-11,5,4,-1,0.0,17,-7,13,1
COc1cc(Br)ccc1NC(=O)c1ccccc1-c1ccccc1C(=O)O,9,-3,.,.,.,0.2,9,-7,12,-5
Cc1cc(NC(=O)C2C3C(=O)N(Cc4ccc(Cl)cc4)C(C(=O)NCc4ccccc4)C34C=CC2(C)O4)no1 (stereo unspecified),10,-2,-1,-10,-2,-0.2,-2,3,11,-11
CC1CN(C(=O)c2cc3cc(Cl)ccc3[nH]2)CC(C)O1 (stereo unspecified),10,-1,4,-13,0,-0.8,-2,-2,-10,-12
c1ccc(-c2cc(N3CCCCCC3)n[nH]2)cc1,-74,7,-2,-43,-4,0.8,24,2,11,19
CCNS(=O)(=O)c1ccc(CCC(=O)N2CCc3ccccc3C2)cc1,-4,-6,-4,-26,-6,-1.0,6,5,3,-4
CCc1ccc(N2CC(O)(c3cccs3)[N+]3=C2SCCC3)cc1 (stereo unspecified),.,.,-2,-15,-1,.,.,-9,14,.
O=C(CCc1ccccc1)NNC(=O)c1ccccc1C(=O)O,-16,2,-2,-7,1,0.1,-4,0,-36,-4
CCN(CC)c1cccc(OCC(=O)N(C)CCC#N)c1,-2,7,-8,-16,7,-1.6,-5,-6,18,-10
O=C(N/N=C/c1cn(-c2cccs2)nc1-c1ccccc1)c1ccc(O)cc1,-65,21,10,-17,5,0.1,19,-5,47,57*
COc1ccccc1CC(=O)Nc1cccc2c1CCCC2,29,5,4,1,0,-0.4,-3,0,6,-5
COCCn1c(=O)[nH]c2cc(C(=O)OC)ccc2c1=O,0,0,2,-19,0,-1.0,9,-12,10,4
O=C(CCN1CCOCC1)NC1CCCN(Cc2ccccc2F)C1 (stereo unspecified),-10,-34,2,-18,3,-0.2,-5,-2,1,-50
COc1ccc(Br)cc1-c1noc(-c2ccncc2)n1,30,-5,7,-30,5,0.2,11,-2,18,3
CC(=O)c1ccc(-c2cccc(-c3nc4ccccn4c3NC3CCCCC3)c2)cc1,-38,5,.,.,.,-2.5,0,13,21,-8
N#Cc1c(-c2ccccc2)cc(C2CC2)nc1SCC(=O)O,-2,-8,3,-8,2,-0.1,13,1,53,-12
Cc1ccc(C)c(S(=O)(=O)N2CCN(C(=O)c3cccnc3)CC2)c1,2,-2,-5,-22,-3,-0.3,-10,-2,5,3
O=C(c1cc(-c2ccc(Cl)cc2)nc2ccccc12)N1CCOCC1,1,-2,.,.,.,-33,0,-2,24,-8
CC(C)(C)OC(=O)Cn1c(=O)cnc2ccccc21,-1,-8,-3,-15,0,0.1,0,-3,10,-2
Cc1cc2ccc(C)c(C)c2nc1SCC(=O)c1cccs1,17,5,-3,7,-1,-0.1,-5,3,9,7
Cc1ccc(NC(=O)CN2C(=O)S/C(=C\c3cc(C)n(C)c3C)C2=O)cc1,-18,.,5,-11,1,0.0,-8,-3,15,.
O=C(N/N=C/c1ccccc1)c1ccco1,-107,2,3,-109,4,2.4,0,-4,7,18
CC(C)CN(C(=O)COC(=O)CNC(=O)c1ccc(Cl)cc1)C1CCS(=O)(=O)C1 (stereo unspecified),-12,-9,-4,-13,-4,0.0,-7,1,12,10
CCOC(=O)N1CCN(C(=O)c2ccc(N(Cc3ccc(Cl)cc3)S(C)(=O)=O)cc2)CC1,11,4,1,-8,1,-1.9,9,2,15,24
COc1ccc(-c2csc(NCc3ccco3)n2)cc1,-160,10,-3,-163,-1,2.3,5,6,-3,22
CC1(C)NC(=O)N(CC(O)CNC23CC4CC(CC(C4)C2)C3)C1=O (stereo unspecified),-8,-2,-12,-13,1,-0.1,1,-1,8,-4
COc1cc(OC)c(OC)cc1/C=C1\Oc2cc(OS(C)(=O)=O)ccc2C1=O,17,3,7,-21,5,-0.1,1,3,18,3
CCOC(=O)c1c(NC(=O)CSc2nc3ccccc3s2)sc(C(C)=O)c1C,-5,15,-1,-6,1,0.0,-9,-1,11,32
COCCNC(=O)C1CCN(Cc2cccc(OCc3ccccc3)c2)CC1,5,-8,-11,-21,1,-0.6,6,-7,23,-1
CCN(C(=O)CCS(=O)(=O)c1cccc2nonc12)c1ccc(F)cc1,-8,-2,1,-22,0,0.0,-3,5,22,-1
O=C(Cn1nnc2ccccc21)N/N=C\C=C\c1ccccc1,-41,50,4,-14,0,1.2,-11,6,-4,48
COc1ccccc1N1CCN(C(=O)CN(Cc2ccc(Cl)cc2)S(C)(=O)=O)CC1,13,-1,2,-17,3,-0.1,-1,2,21,1
CN1CCCN=C1/C=C/c1cccs1,4,-1,-3,-15,-3,-0.4,-2,-8,26,-13
O=C(NC(=S)Nc1ccc(N2CCN(C(=O)c3ccccc3)CC2)cc1)c1cccs1,44,13,4,-22,4,0.7,-2,-17,30,17
Cc1cc(C)cc(NS(=O)(=O)c2ccc(-c3cnc(C4CC4)o3)cc2)c1,93*,-38,87*,59,5,0.8,-4,.,-10,-48
CC1Sc2ccc(S(=O)(=O)N3CCC(C(N)=O)CC3)cc2NC1=O (stereo unspecified),-20,-1,-2,5,5,-0.7,-9,0,0,32
C=CCN(c1ccccc1)S(=O)(=O)c1cc2c(cc1C)NC(=O)CO2,-15,1,5,-6,-2,0.0,22,6,10,3
C=CCN1C(=O)C(=O)N(Cc2nc3ccccc3s2)C1=O,-118,-2,6,-53,0,3.8,-1,-3,16,-6
Cc1ccc(Sc2ncccc2C(N)=O)cc1,-27,-5,.,.,.,0.1,2,-9,31,-1
O=C(O)c1c[nH]c(=S)n1-c1ccc(F)cc1,0,-2,4,-10,-1,0.0,2,1,27,-5
Cc1onc(-c2c(F)cccc2Cl)c1-c1nnc(-c2cccc3ccccc23)o1,-9,-2,-2,11,1,-0.2,-33,0,16,2

Shown as labelled records: part of the list above.
CN1CCCN=C1/C=C/c1cccs1
  aSyn 5UTR inh = 4
  HSF1 inh = -1
  IEC-6 tox = -3
  KLF5 inhibitor = -15
  HSP90 inh = -3
  HIF activator = -0.4
  Platelet DG rel = -2
  HDAC3 inh = -8
  AI-2 QS mod = 26
  HSF1 activator = -13

O=C(c1cc(-c2ccc(Cl)cc2)nc2ccccc12)N1CCOCC1
  aSyn 5UTR inh = 1
  HSF1 inh = -2
  IEC-6 tox = .
  KLF5 inhibitor = .
  HSP90 inh = .
  HIF activator = -33
  Platelet DG rel = 0
  HDAC3 inh = -2
  AI-2 QS mod = 24
  HSF1 activator = -8

Following part
SMILES,aSyn 5UTR inh,HSF1 inh,IEC-6 tox,KLF5 inhibitor,HSP90 inh,HIF activator,Platelet DG rel,HDAC3 inh,AI-2 QS mod,HSF1 activator
COc1ccc(Cl)cc1C(=O)NCc1cn(C)nc1C,13,1,3,17,-1,0.2,6,3,.,-15
CCn1c(CCNC(=O)c2ccc(OC)cc2)nnc1SCC(=O)Nc1ccccc1F,2,6,3,-26,2,0.3,2,0,15,3
CSc1cccc(NC(=O)Cn2cccc2)c1,-15,-4,6,13,3,0.2,-6,-1,29,-2
Cc1cccc(C)c1OCc1nc2ccccc2c(=O)n1/N=C/c1c[nH]c2ccccc12,14,-28,-2,-18,0,0.2,-1,3,21,-31
CCc1cccc(CC)c1NC(=S)NCC(c1cccnc1)N1CCOCC1 (stereo unspecified),18,5,-2,-25,-3,-0.3,-6,-5,23,0
C/C(=N/NC(=O)CNC(=O)COc1ccccc1)c1ccc(Cl)cc1,8,-4,-2,-6,-4,0.2,10,2,24,13
CN(C)S(=O)(=O)c1ccc(N2CCCC2)c(C(=O)NCC2COc3ccccc3O2)c1 (stereo unspecified),6,4,.,.,.,0.1,4,.,17,-4
Cc1cccc(-n2nnc3c(=O)n(CC(=O)Nc4cc(C)on4)cnc32)c1,19,1,8,-2,2,-0.4,7,1,4,15
CCc1ccc[n+](-c2[nH]c(=O)sc2/C=N/N=C(\[O-])c2cccnc2)c1,0,-7,1,-12,5,-0.4,-4,10,3,9
O=C(Nc1cccc2c1CCCC2)c1ccco1,-21,-7,-1,-3,1,0.1,12,-2,-12,-3
O=C(O)CCC(=O)N1N=C(c2ccco2)CC1c1ccco1 (stereo unspecified),0,-4,3,-36,-2,-8.0,0,3,31,17
COC(=O)c1ccc(NC(=O)CN(C2CCCCC2)S(C)(=O)=O)cc1,3,-2,-2,-22,-3,-13,8,2,27,-8
CCOC(=O)N1CCN(S(=O)(=O)c2ccc(C(=O)NNc3nc4c(C)cccc4s3)cc2)CC1,50,-4,-5,2,0,-0.3,6,0,58,-19
